Assay outcomes: PubChem, Sanford-Burnham Center for Chemical Genomics
CCR6 antag = CCR6 (human) receptor antagonism; 340,000 tested, 0.49% active; CHO-K1 CCR6 PathHunter beta-arrestin, luminescence, CCL20-stimulated; P51684; AID 493098; inhibition, % at 20 µM;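 active = compounds whose inhibition of the agonist-driven luminescence signal at 20 µM reaches about 50%, limit read from the data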;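 also: cells stimulated with CCL20 at 14 nM final; plate controls were DMSO with CCL20 for no effect and DMSO without agonist for full effect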
Target sequence (P51684 whole entry, looked up): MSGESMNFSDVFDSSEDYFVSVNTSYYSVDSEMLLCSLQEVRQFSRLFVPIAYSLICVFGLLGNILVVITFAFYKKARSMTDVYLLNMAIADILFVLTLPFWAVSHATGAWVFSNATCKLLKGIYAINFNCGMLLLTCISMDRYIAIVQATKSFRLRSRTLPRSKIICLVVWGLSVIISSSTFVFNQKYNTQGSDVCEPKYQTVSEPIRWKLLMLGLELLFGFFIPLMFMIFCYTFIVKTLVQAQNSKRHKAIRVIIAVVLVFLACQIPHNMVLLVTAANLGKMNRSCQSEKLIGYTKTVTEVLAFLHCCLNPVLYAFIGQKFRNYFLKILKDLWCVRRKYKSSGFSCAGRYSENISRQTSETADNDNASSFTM
CXCR6 inh = inhibitors of human CXCR6 receptor; O00574; CHO-K1 PathHunter CXCR6 beta-arrestin, luminescence; inhibition, % at 20 µM; 360,000 tested, 0.36% active; AID 602244; in the data active = inhibition above about 34%, passing the limit was not always enough;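 also: antagonist mode with CXCL16 agonist at 10 nM final; 0% = 10 nM CXCL16 with DMSO and 100% = unstimulated wells without agonist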
Target sequence (O00574 whole entry, looked up): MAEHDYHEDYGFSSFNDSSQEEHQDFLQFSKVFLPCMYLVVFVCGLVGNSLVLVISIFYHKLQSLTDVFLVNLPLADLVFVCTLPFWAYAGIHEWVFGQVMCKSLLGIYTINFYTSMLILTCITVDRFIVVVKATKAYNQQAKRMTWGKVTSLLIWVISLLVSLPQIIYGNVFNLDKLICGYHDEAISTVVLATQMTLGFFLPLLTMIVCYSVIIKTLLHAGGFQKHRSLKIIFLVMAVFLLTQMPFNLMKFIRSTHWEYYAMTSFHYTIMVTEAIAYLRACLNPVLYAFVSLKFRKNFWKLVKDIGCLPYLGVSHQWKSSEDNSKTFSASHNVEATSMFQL
697 NFkB inh = inhibitors of the PMA/ionomycin-induced NF-kB reporter in 697 B cells; 697 B-cell NF-kB luciferase reporter, 16 h; inhibition, % at 4 µM; 330,000 tested, 0.33% active; in the data active = inhibition above about 35%
Gli-Sufu block = Gli-Sufu pathway antagonism; inhibition, % at 5 µM; Sufu-KO-LIGHT fibroblasts, Gli luciferase reporter luminescence; AID 588413; 340,000 tested, 0.74% active;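 active = inhibition above about 55%, limit read from the data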;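 also: 0% = DMSO-treated cells and 100% = wells with medium but no cells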
APJ antagonist = antagonists of human APJ apelin receptor | P35414 | CHO-K1 APJ beta-arrestin complementation, luminescence | inhibition, % at 20 µM | 330,000 tested, 0.32% active | AID 2521;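 active = inhibition above about 40% at 20 µM, limit read from the data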;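 also: cells challenged with 10 nM apelin-13 agonist together with compound; plate controls were apelin-13 plus DMSO wells for no effect and DMSO wells lacking apelin-13 for full effect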
EBI2 antag = antagonists of human EBI2 receptor | P32249 | EBI2 beta-arrestin recruitment, luminescence, 7a,25-OHC stimulated | inhibition, % at 5 µM | 360,000 tested, 0.81% active; in the data active = inhibition above about 38%;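 also: enzyme fragment complementation signal reports receptor beta-arrestin coupling in cells; 0% = agonist plus DMSO wells and 100% = wells without agonist; some results beyond the cut were filed as inactive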
Target sequence (P32249 whole entry, looked up, the tested form may be a part): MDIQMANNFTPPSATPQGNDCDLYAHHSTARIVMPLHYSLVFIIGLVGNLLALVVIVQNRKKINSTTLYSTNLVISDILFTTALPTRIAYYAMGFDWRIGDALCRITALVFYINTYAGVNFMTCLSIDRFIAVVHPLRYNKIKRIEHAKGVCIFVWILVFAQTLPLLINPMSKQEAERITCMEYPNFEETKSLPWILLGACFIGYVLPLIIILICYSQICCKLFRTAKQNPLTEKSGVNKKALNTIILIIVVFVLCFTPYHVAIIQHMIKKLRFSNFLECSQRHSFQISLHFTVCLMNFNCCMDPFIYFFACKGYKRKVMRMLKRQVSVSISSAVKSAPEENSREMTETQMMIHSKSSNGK
Jurkat NFkB inh = lowers PMA/ionomycin-induced NF-kB signal in Jurkat cells | PMA/ionomycin-induced NF-kB luciferase reporter, luminescence | inhibition, % at 4 µM | 330,000 tested, 0.53% active | AID 435003; in the data active = inhibition above about 50%
UBC13 inh = human UBC13 polyubiquitination inhibition; P61088; UBC13 polyubiquitin chain formation, TR-FRET; inhibition, % at 20 µM; 330,000 tested, 0.47% active; AID 485273; in the data active = inhibition above about 45%, passing the limit was not always enough; inconclusive = no clear call, values can overlap the other calls
An asterisk follows results filed as active; ? = inconclusive; . = not tested or not shown.

SMILES	CCR6 antag	CXCR6 inh	697 NFkB inh	Gli-Sufu block	APJ antagonist	EBI2 antag	Jurkat NFkB inh	UBC13 inh
COc1ccc(NC(=O)c2cc3ccc(O)cc3o/c2=N\O)cc1	10	6	-137	-54	7	17	-89	-7
O=C(Nc1ccc(S(=O)(=O)N2CCCCC2)cc1)C1CC1	20	-2	5	22	22	5	23	0
CC1=CC(C)(C(Cl)Cl)C(C)=CC1=O (stereo not drawn)	0	1	10	-2	1	0	2	0
COc1cc2c(cc1OC)C(C)N(S(=O)(=O)c1ccc(C)cc1)CC2 (stereo not drawn)	9	8	-33	12	-1	3	-19	-4
CCCCc1cc(=O)oc2c(C)c(OCc3nn[nH]n3)ccc12	9	2	-4	3	4	1	-8	-4
COc1ccc(CC(=O)O/N=C(\N)Cc2ccc([N+](=O)[O-])cc2)cc1	-14	0	6	6	-26	9	8	4
CCCCn1c(CN(C)Cc2ccccc2)nc2c1c(=O)n(C)c(=O)n2C	8	2	-32	60*	-1	13	23	8
Cc1cnc(SCCc2ccncc2)nc1C	.	.	-14	.	0	.	-29	-9
COc1ccc(C(c2nnnn2C2CCCC2)N2CCC(C)CC2)cc1 (stereo not drawn)	8	-10	-13	-1	17	-6	-3	1
COC(=O)c1cc(S(=O)(=O)NCC2CCN(Cc3cccc(Cl)c3)CC2)c[nH]1	8	0	-1	18	17	-7	9	8
COc1ccc(/C=C/C(=O)OC2CCCN(C)C2)cc1 (stereo not drawn)	-1	2	-12	-7	5	4	-22	0
COc1ccc(S(=O)(=O)N2CCCCCC2)cc1C(=O)NCc1ccc(C)cc1	16	9	9	1	15	-3	13	0
COc1ccc(-c2cc(C(F)(F)F)n3nc(C(=O)O)nc3n2)cc1	-12	2	19	-1	11	-5	4	7
CC(C)(CNC(=O)c1cccc(S(=O)(=O)Nc2ccc(Br)cc2)c1)N1CCOCC1	1	-6	-8	9	19	4	-2	-8
Cc1ccc(N2CCN(C(=O)c3cccc([N+](=O)[O-])c3)CC2)cc1Cl	-6	-1	-23	9	0	9	-3	-5

Arranged by heavy-atom count (falling): part of the list above.
SMILES	CCR6 antag	CXCR6 inh	697 NFkB inh	Gli-Sufu block	APJ antagonist	EBI2 antag	Jurkat NFkB inh	UBC13 inh
CCCCn1c(CN(C)Cc2ccccc2)nc2c1c(=O)n(C)c(=O)n2C	8	2	-32	60*	-1	13	23	8
Cc1cnc(SCCc2ccncc2)nc1C	.	.	-14	.	0	.	-29	-9
CC1=CC(C)(C(Cl)Cl)C(C)=CC1=O (stereo not drawn)	0	1	10	-2	1	0	2	0

Other results follow.
SMILES	CCR6 antag	CXCR6 inh	697 NFkB inh	Gli-Sufu block	APJ antagonist	EBI2 antag	Jurkat NFkB inh	UBC13 inh
CN(C)CCC(O)(c1ccccc1)c1ccccc1Cl (stereo not drawn)	0	-3	.	15	.	6	.	.
COc1ccc(S(=O)(=O)NCCc2cn3nc(C)c(C)nc3n2)cc1	-1	2	7	-7	20	-10	2	18
O=C(c1ccc(F)cc1)C1CCN(C(=O)c2ccccc2F)CC1	19	-1	-15	2	7	11	-6	-6
C/C=C/c1ccc(OCC(=O)OCc2csc(Nc3ccc(C)cc3)n2)c(OC)c1	4	2	-108	-16	5	-2	-8	0
CSc1cccc(NC(=O)OC2CCCCCCCCCCC2)c1	2	-11	10	-3	8	-10	7	-2
COc1ccc(OC)c(S(=O)(=O)Nc2ccc(C)c(C)c2)c1	-2	3	5	-3	-1	5	-13	-1
O=C(O)c1ccc(NNC(=S)Nc2cc(C(F)(F)F)ccc2Cl)cc1	2	4	-58	19	-13	-4	19	-12
Nc1ccc2nc(-c3cccc(-c4nc5ccc(N)cc5[nH]4)c3)[nH]c2c1	0	-4	-6	8	-4	-7	4	8
CNc1ccccc1C(=O)OCC(=O)N1CCN(c2ccc(OC)cc2)CC1	10	9	21	9	1	18	-5	11
Cc1cc(O)c(C(C)C)cc1NC(=O)c1ccc(Cl)cc1	-1	5	9	2	4	0	-9	4
CC(=O)N1c2ccc(C)cc2Sc2c1ccc1ccccc21	-4	1	.	-30	.	19	.	.
CC(CC(=O)O)NCC1COc2ccccc2O1 (stereo not drawn)	6	0	-8	2	-8	5	-11	2
CC1(C)CC(=O)C2=C(C1)Nc1cc3c(cc1C2c1ccc(F)cc1)OCO3 (stereo not drawn)	-23	10	7	-5	7	0	-8	8
CC(C)C[C@H](NC(=O)c1nc[nH]c1C(=O)N(C)Cc1ccccc1)C(=O)OC(C)(C)C	0	-5	10	-1	22	0	16	-8
N=c1c2ccccc2nnn1-c1cccc(C(F)(F)F)c1	6	-2	7	-14	19	-2	-2	1
COCCCC1CCN(C(=O)c2cc(COc3cc(C)ccc3C)on2)CC1	4	-12	-126	-58	12	-4	-111	-4
COc1ccc(Nc2cc(C(=O)NCCCN3CCN(C)CC3)c3ccccc3n2)cc1	13	-9	-11	9	4	-7	4	9
O=C(Cn1cnc2c(nnn2Cc2ccc(F)cc2)c1=O)NCc1ccc(F)cc1	11	6	5	4	8	4	10	10
O=[N+]([O-])c1ccccc1Nc1ccc(O)cc1	12	4	18	11	13	-2	-9	-74
Cc1csc(SCC(=O)N2CCN(S(=O)(=O)c3ccccc3)CC2)n1	-8	-1	9	35	9	0	7	11
N#Cc1c(-c2ccccc2)c(-c2ccccc2)n(Cc2ccco2)c1NC(=O)c1cccs1	11	13	-11	9	-1	15	-11	-6
Cc1cccc(NC(=O)c2cc([N+](=O)[O-])ccc2NCC2CCCO2)n1 (stereo not drawn)	10	-5	21	7	8	0	-5	0
COc1ccc2nc3oc(C(=O)N4CCCCC4)cc3cc2c1	-8	-9	-121	-85	-2	1	-99	14
CCOc1ccc(NC(=S)NNC(=O)c2cc(Br)ccc2Cl)cc1	4	5	1	2	17	11	14	-24
Cc1sc2ncnc(N3CCC(C(=O)Nc4cc(C(F)(F)F)ccc4OCC(F)(F)F)CC3)c2c1C	-4	8	.	24	.	12	.	.
O=C(Nc1ccc2c(c1)CCC2)c1cc(S(=O)(=O)Nc2ccc(F)cc2)c(Cl)cc1Cl	0	4	-12	3	1	2	4	12
NC(=O)CC(NC(=O)Cc1ccc(Br)cc1)c1ccc(N2CCCCCCC2)c([N+](=O)[O-])c1 (stereo not drawn)	21	5	30	4	24	13	15	-9
CC(=O)Nc1ccc(Nc2ccc3nonc3c2[N+](=O)[O-])cc1	-6	-6	2	-3	-13	-10	-3	-80
CC(=O)Nc1ccc(S(=O)(=O)N2CCC(C(=O)Nc3nccs3)CC2)cc1	5	-6	11	-4	25	-5	3	2
CCOC(=O)[C@H]1[C@H]2COc3ccc(Cl)cc3[C@@H]2N2C(=O)CN(Cc3ccccc3)C(=O)[C@@]12C	-2	6	15	4	-2	12	9	8

Limited to UBC13 inh and CXCR6 inh, for some of the entries so far:
SMILES	UBC13 inh	CXCR6 inh
Cc1ccc(N2CCN(C(=O)c3cccc([N+](=O)[O-])c3)CC2)cc1Cl	-5	-1
CN(C)CCC(O)(c1ccccc1)c1ccccc1Cl (stereo not drawn)	.	-3

Remaining list, next part
SMILES	CCR6 antag	CXCR6 inh	697 NFkB inh	Gli-Sufu block	APJ antagonist	EBI2 antag	Jurkat NFkB inh	UBC13 inh
O=C1COc2ccc(C(=O)COC(=O)C3CC(O)CN3S(=O)(=O)c3ccc(Cl)cc3)cc2N1 (stereo not drawn)	-1	5	-20	-5	10	-1	-9	-12
CCOc1ccc(OCCC(=O)NNC(=O)c2cc(C)oc2C)cc1	-4	-2	14	-3	14	-14	-7	-5
COc1ccc(C2=NNC(c3ccco3)=Nc3ccc(F)cc32)cc1	14	13	12	-3	7	2	-13	-2
COc1cccc(NS(=O)(=O)c2ccc(C)c(C(=O)N3CCCCC3)c2)c1	-4	4	5	-3	9	-7	9	5
O=C(c1cc(C2CC2)nc2ccccc12)N1N=C(C(F)F)CC1(O)C(F)F (stereo not drawn)	23	2	9	-4	13	6	3	12
COC(=O)C(C)Sc1ccc2nnc(CCNS(=O)(=O)c3ccc(C)cc3)n2n1 (stereo not drawn)	-11	-5	1	1	19	-5	0	4
O=S(=O)(c1ccc(Cl)cc1)N1CCN(CCc2ccccc2)CC1	8	-4	-2	-28	1	15	-1	1
C/C(N)=C(/C#N)C(=O)COC(=O)CSc1ccc2ccccc2c1	-10	5	9	2	-21	-1	1	0
CSCCC1NC(=O)N(CC(=O)N2N=C(c3ccc(Cl)cc3)CC2c2ccco2)C1=O (stereo not drawn)	1	8	21	-8	1	-6	6	1
CCCc1nnc(SCC(=O)N(CC)CC)n1CC1CCCO1 (stereo not drawn)	-3	-2	14	-3	-18	-11	-3	4
COc1ccc(/C=C/C(=O)NCC(=O)N/N=C/c2ccc(OC)cc2)cc1	9	0	6	-9	-2	62*	-10	-6
CN(C)c1ccc(C(=O)OCC(=O)N2CCCCCC2)cc1	10	-8	-24	8	20	4	-36	-15
CC(=O)Oc1ccc(C(=O)OCC(=O)c2c(N)n(C)c(=O)n(C)c2=O)cc1OC(C)=O	-1	-2	27	3	-3	7	7	14
COc1ccc(C(=O)C2CCCN(Cc3cn[nH]c3-c3ccccc3)C2)cc1OC (stereo not drawn)	15	12	-15	22	14	2	2	0
COc1cc(OC)cc(C(=O)NCC(=O)OCC(=O)N2CCc3ccccc32)c1	2	4	4	0	9	2	-2	1
CCOc1ccc(S(=O)(=O)N2CCN(C(=O)c3ccc(C)c(S(=O)(=O)N4CCOCC4)c3)CC2)cc1	3	-11	2	18	-8	-1	20	-1
CCCc1[nH]nc2c1C(c1ccncc1)C(C#N)=C(N)O2 (stereo not drawn)	9	-3	-11	11	0	-5	-4	-7
COC(=O)Nc1nc(-c2cc(Cl)ccc2Cl)cs1	-2	-9	16	-10	-6	2	-14	-15
COCCNC(=O)c1c(NC(=O)c2nc(SC)ncc2Cl)sc2c1CCCC2	18	14	-2	4	10	7	-10	-2
O=C(CCNS(=O)(=O)c1cccs1)N1CCN(c2cccc(Cl)c2)CC1	6	8	0	-7	16	-10	4	6
O=C(O)Cc1csc2ccccc12	-7	10	3	5	8	-10	-6	-7
CCOc1cc2ccccc2cc1C(=O)Nc1ccccn1	2	4	.	-4	.	13	.	.
CCn1c(=NC(=O)c2cccc(N3C(=O)CCC3=O)c2)sc2c(OC)ccc(OC)c21	8	-3	-35	-7	3	-14	-10	?
Cc1c(OCC(=O)NCCCn2ccnc2)ccc2c3c(c(=O)oc12)CCCC3	16	-9	1	18	16	-10	23	2
O=C(NC1CCCC1)C(c1c(F)cccc1Cl)N(C(=O)c1csnn1)C1CC1 (stereo not drawn)	-6	-1	21	-15	5	5	-11	-8
CC(=O)c1cccc(S(=O)(=O)NCCCN2CCOCC2)c1	6	-4	0	7	-24	8	-15	-7
CCc1ccc(NC(=O)Cn2cnc([N+](=O)[O-])c2)cc1	6	-3	-5	16	12	-3	-1	-2
COCCNC(=O)CCc1c(C)nc2c(-c3ccc(F)cc3)c(C)nn2c1C	0	3	-2	1	-21	1	8	-3
Cc1c(C(=O)Nn2cnnc2)oc2ccccc12	2	-3	-8	1	3	-8	-17	-5
COc1cc2nc(NC(=O)c3ccccc3)sc(=O)c2cc1OC	3	10	43*	-11	-1	7	82*	21
Cc1ccc(C(=O)CCC(=O)OCC(=O)N2CCN(S(=O)(=O)c3ccc(C)cc3C)CC2)cc1	8	-2	.	0	.	-10	.	.
Cc1cc(C)nc(SCC(=O)NNS(=O)(=O)c2ccc(C#N)cc2)n1	-6	9	-7	-3	17	-12	9	-4
Cc1ccc(/C=C/C(=O)N2CCC(Cc3ccccc3)CC2)cc1	-4	1	-8	-12	-3	96*	4	9
COc1cc(OC)cc(C(=O)Nc2ccc(N(C)C)c3ccccc23)c1	16	-14	24	-18	-3	0	2	1
CCCn1c2ccccc2c2cc(C(=O)O)ccc21	11	-6	22	5	-8	5	2	-5
COc1ccc(-c2[nH]nc3oc(=O)cc(C)c23)cc1	2	-1	35*	4	17	-1	4	15
CC(=O)c1ccc(S(=O)(=O)N(C)CC(=O)Nc2ccc(C)cc2)cc1	-2	4	9	-1	0	1	8	5
O=C1Cc2cc(S(=O)(=O)Nc3ccccc3Cl)cc3c2N1CCC3	-4	1	3	-5	9	1	12	7
